HIV RNase H inh = blocks HIV-1 RNase H cleavage of RNA/DNA duplex; P04585; actives 1.9% (n = 65,000); RT-RNase H RNA/DNA duplex cleavage, fluorescence; inhibition, % at 10 µM; in the data active = inhibition above about 50%
RmlCD inh mix = mixture blocks RmlC and RmlD coupled enzyme activity. AID 1532. RmlC/RmlD coupled enzyme inhibition, 384-well mixture HTS. actives 0.39% (n = 110,000). inhibition, % at 5.5 µM; in the data active = inhibition above about 30%, passing the limit was not always enough; inconclusive = no clear call, values can overlap the other calls; also: strong numbers were not always called active
* marks the source's active call; other numbers are inactive results; ? = inconclusive; / = not tested or not shown. The list is partial. The share of hits here may be higher or lower than overall.

Compound	HIV RNase H inh	RmlCD inh mix
COc1c(S(=O)(=O)NCCN2CCOCC2)ccc(Cl)c1Cl	/	-17.3
Nc1nc2ccc(Oc3ccccc3)cc2s1	-7.3	3.4
CCn1c(SCC(=O)Nc2nnc(C)s2)nnc1-c1ccco1	3.3	-9.7
Cc1oc2c(c1C(=O)NCc1cc(C(=O)O)co1)CCCC2	-14.1	0.6
Clc1cccc(Cl)c1Cn1c(-c2cccnc2Cl)nc2ccccc21	/	7.6
O=CNCCCc1nc2ccccc2n1Cc1cccc2ccccc12	/	22.4
c1ccc(-c2nc(C3CCCCC3)no2)cc1	-8.8	5.0
C=CCOC(=O)C1C(=O)CC(C)(O)C(C(=O)OCC=C)C1c1ccc(OCC)cc1 (centres undefined)	-21.2	10.8
CCCCCC(=O)Nc1cc2[nH]c(=O)cc(COC)c2cc1C	/	?
COCCCNC(=O)C1CC(=O)N(Cc2ccc(OC)cc2)C1 (centres undefined)	1.5	5.6

(further entries)
Compound	HIV RNase H inh	RmlCD inh mix
CCCCOCP(=O)(CC)COCCCC	/	-8.7
Cc1cnc(C(=O)OCC(=O)NC2CCCCC2)cn1	-0.2	-12.0
CC(=O)NC(C)C(=O)OCC(=O)c1ccc(Cl)s1 (centres undefined)	2.4	-2.5
Cn1c(C(=O)N2CCCc3ccccc32)cc2sccc21	-17.4	4.6
CCN(C(=O)C1CCCCC1)c1nnc(-c2cccnc2)s1	-4.0	/
CCOC(=O)N1CCC(NS(=O)(=O)c2ccc3c(c2)CCN3C(C)=O)CC1	3.1	5.2
C=CCc1ccc(OCCOCCOc2ccccc2[N+](=O)[O-])c(OC)c1	/	3.6
CCC(=O)Nc1ccc(Cl)c(NC(=O)c2cccnc2)c1	-19.3	4.2
O=C(Nc1ccc(CN2CCOCC2)cc1)c1ccc(-c2ccc(Br)cc2)o1	-14.5	-8.5
COc1cccc(NC(=S)NNC(=O)c2ccccc2OC(F)F)c1	/	-19.0

New compounds follow:
Compound	HIV RNase H inh	RmlCD inh mix
CCCc1cc(=O)[nH]c(SCc2ccccc2)n1	-15.7	-9.2
COc1ccc(Cc2n[nH]c(=O)c3ccccc23)cc1OC	-3.3	-11.7
CCOC(=O)c1c(C)oc2c1cc(O)c1ccccc12	-18.1	3.9
CCC(C)NC(=O)C(=O)NCc1ccncc1 (centres undefined)	/	3.7
CC(C)(C)CC(=O)Nc1nnc(C(F)(F)F)s1	/	-9.7
O=C(OCCCc1ccncc1)c1ccc(S(=O)(=O)N2CCOCC2)cc1	-21.9	4.6
CN(C)CCNC(=O)C1CC(=O)N(c2ccc(F)c(Cl)c2)C1 (centres undefined)	/	-7.6
COc1ccc(Sc2cnn(-c3ccccc3)c(=O)c2Cl)cc1	/	-9.5
COC(=O)C1=C(C(=O)OC)C2(OC1c1ccc(Br)cc1)C(=O)c1ccccc1C2=O (centres undefined)	/	-4.8
COc1ccc(OCc2nn3c(-c4ccccn4)nnc3s2)cc1	-7.3	0.2

Later entries
Compound	HIV RNase H inh	RmlCD inh mix
CCCOC(=O)CSc1nc(N)c(C#N)c(CC)c1C#N	12.8	5.5
COc1ccc(-n2nnnc2-c2cnc3cc4c(cc3c2C)OCO4)cc1	/	-9.5
CCOC(=O)C1=C(N)OC2=C(C(=O)CCC2)C1c1cccs1 (centres undefined)	-33.6	3.8
CC(C)CCNC(=O)Cc1ccccc1[N+](=O)[O-]	/	1.6
Cc1ccc(N(C(=O)Cc2c[nH]c3ccccc23)C(C(=O)NC2CCCCC2)c2ccco2)cc1 (centres undefined)	/	30.4
CCOc1ccc(C2C(C(=O)O)c3ccccc3C(=O)N2CCN2CCOCC2)cc1 (centres undefined)	-2.7	3.4
CC(=O)NC(Cc1ccc(F)cc1)C(=O)NC1CCN(c2nnnn2-c2ccccc2)CC1 (centres undefined)	31.5	-13.6
COc1ccc(-n2nnnc2SCC(=O)c2ccc3c(c2)OCCO3)c(OC)c1	6.4	/
O=C(COc1ccc(Cl)cc1)N1CCN(Cc2ccccc2)CC1	-44.4	5.8
Cc1nnc(SCC(=O)NCc2ccccc2)n1-c1ccccc1	/	3.9

Carrying on.
Compound	HIV RNase H inh	RmlCD inh mix
CCOC(=O)C1=c2s/c(=C\c3cccnc3)c(=O)n2C(N)=C(C(=O)OC)C1c1cccnc1 (centres undefined)	/	-15.2
CC(O)[C@H]1CN=C(N)N1CC1CCCCC1 (some centres undefined)	/	-13.4
Cn1c(=O)c2c(nc(CN3CCCCC3)n2CCc2ccccc2)n(C)c1=O	-1.2	-10.0
CCN(CC)c1ccc(NC(=O)c2cncc(Br)c2)cc1	11.7	-3.1
O=C(O)c1cc(-c2ccc(Cl)cc2)n[nH]1	2.8	6.8
CC1(C)c2[nH]c3ccccc3c2C[C@@H]2C(=O)N(Cc3ccc(F)cc3)C(=O)N21	/	-3.0
COc1ccc(-c2csc(NC(C)c3nc4cc(C(=O)NCCCO)ccc4n3Cc3ccc(C)cc3)n2)cc1 (centres undefined)	/	5.0
O=C(NCCc1ccccc1)c1ccc(Cl)c([N+](=O)[O-])c1	/	-4.2
CN1CCN(C(c2cccnc2)c2ccc3cccnc3c2O)CC1 (centres undefined)	30.9	2.0
Cc1cc2c(cc1C)CSC(c1ccc(O)cc1)SC2	/	1.7

(more compounds)
Compound	HIV RNase H inh	RmlCD inh mix
CCOc1cc(C2CC(=O)NC(SCC)=C2C#N)ccc1O (centres undefined)	-13.0	10.5
O=C(O)CCn1nnc(-c2cccs2)n1	3.0	4.2
c1ccc(-c2cc(-c3nc(-c4ccccn4)no3)c3ccccc3n2)cc1	-28.8	-14.2
CC(=Nc1ccccc1)C1=C(O)COC1=O	/	-4.8
CCC(NC(=O)NCc1ccc2c(c1)OCO2)(C(F)(F)F)C(F)(F)F	-1.3	4.6
CC(C)(C)N(Cc1cc2ccccc2[nH]c1=O)C(=O)C1CCCCC1	-3.2	/
CC(NS(C)(=O)=O)C(c1cccs1)N1CCN(C)CC1 (centres undefined)	-0.7	1.5
CN(C)S(=O)(=O)N(CC(=O)Nc1ccccc1)c1ccccc1	/	3.1
Cc1ccn2cc(-c3cnoc3C)nc2c1	/	-15.3
CCc1ccc(NC(=O)CS(=O)CC(=O)NCCCc2ccccc2)cc1 (centres undefined)	/	-6.0

Further compounds
Compound	HIV RNase H inh	RmlCD inh mix
CCn1c(COc2ccccc2C)nnc1SCC(=O)N1CCN(c2ccccc2)CC1	/	5.5
CCN(CC)S(=O)(=O)c1ccc(NC(=O)Cn2c(=O)oc3ccccc32)cc1	-7.1	-4.2
NC(=O)CC(NC(=O)Cc1cccc2ccccc12)c1ccc(NC2CCCCCCC2)c([N+](=O)[O-])c1 (centres undefined)	/	5.1
NC(=O)C1CCN(C(=O)CN2CCc3ccccc32)CC1	-7.6	-12.2
CCOC(=O)C1CCN(C(C(=O)Nc2ccc3c(c2)OCCO3)c2ccccc2)CC1 (centres undefined)	-0.6	-8.8
O=C1CC(N2CCOCC2)C(=O)N1c1cccc(Cl)c1 (centres undefined)	5.6	-16.9
Cc1nn(CCc2nc(-c3ccco3)cs2)c2[nH]c(=O)cc(C(F)(F)F)c12	87.6*	1.2
CN1CCc2ccccc2C1C1CCNCC1 (centres undefined)	-12.2	4.7
Cc1ccc(NCCC(=O)c2cccc([N+](=O)[O-])c2)cc1	/	8.6
COc1ccc(OC)c(NC=C2C(=O)OC(C)(C)OC2=O)c1	-1.3	/

(next part)
Compound	HIV RNase H inh	RmlCD inh mix
C=CCOc1ccc2c(c1)c(S(=O)(=O)c1ccc(C)cc1)cn2COC	-92.0	-5.6
Cc1ccc(C)c(S(=O)(=O)C(C#N)c2nc3ccccc3nc2N2CC(C)OC(C)C2)c1 (centres undefined)	11.8	-3.9
CC1C=CCC2C(=O)N(c3cccc(C(=O)N4CCN(c5ccc(F)cc5)CC4)c3)C(=O)C12 (centres undefined)	17.6	/
CC1CCN(S(=O)(=O)N2CCC(C(=O)NCCN3CCOCC3)CC2)CC1	/	-4.6
Cc1ccc(C(C)C)c(OCCn2c(=O)oc3ccccc32)c1	-27.9	-14.8
N#C/C(=C\Nc1ccc2c(c1)OCCO2)c1nc2ccccc2[nH]1	-9.4	21.9
COc1cccc(C2C(C(=O)OC(C)C)=C(C)Nc3ncnn32)c1 (centres undefined)	3.6	-33.3
O=c1c2c3c(sc2n(CCN2CCCCC2)c(=O)n1Cc1ccco1)CCCCC3	/	9.9
CCCCC(C(=O)O)C(C)CC(=O)Nc1ccn(-c2ccccc2)n1 (centres undefined)	-5.3	/
Cc1ccc(-c2nc3ccccc3c(C(=O)NCc3cccs3)c2C)cc1	/	17.6

Compound profiles (already shown):
Cc1ccc(C(C)C)c(OCCn2c(=O)oc3ccccc32)c1 is entered as HIV RNase H inh: -27.9; RmlCD inh mix: -14.8
CCCCC(C(=O)O)C(C)CC(=O)Nc1ccn(-c2ccccc2)n1 (centres undefined) is entered as HIV RNase H inh: -5.3; RmlCD inh mix: /
C=CCOc1ccc2c(c1)c(S(=O)(=O)c1ccc(C)cc1)cn2COC is entered as HIV RNase H inh: -92.0; RmlCD inh mix: -5.6

Continued.
Compound	HIV RNase H inh	RmlCD inh mix
CCCc1cc(C(=O)N/N=C/c2ccc(CC)s2)c2ccccc2n1	/	13.4
O=C(CS(=O)c1ccc(C(F)(F)F)cc1[N+](=O)[O-])Oc1ccccc1 (centres undefined)	/	5.1
COc1ccc(OC)c(C(C)NC(C)=O)c1 (centres undefined)	-5.9	6.7
CCCC(c1nnnn1C(C)(C)CC)N(CCCO)Cc1cc2cc(C)cc(C)c2[nH]c1=O (centres undefined)	5.5	11.0
CN(C)CCCCOc1ccccc1-c1ccccc1	/	5.5
Cc1cc(=O)oc2c(N)c(O)ccc12	-2.4	-8.9
COC(=O)Cn1c(C)nc2ccccc21	/	8.5
O=C(NCc1ccccc1)c1ccc(S(=O)(=O)N2CCCC2)cc1	/	-7.5
CC(C)(C)C(=O)NC(C(N)=O)=C(Cl)Cl	-10.6	11.6
CN1C(=O)/C(=C2\SC(N3CCCCCC3)=NC2=O)c2ccccc21	/	2.2

Later entries:
Compound	HIV RNase H inh	RmlCD inh mix
COc1ccc(S(=O)(=O)N2CCCC2C(=O)Nc2nccs2)cc1 (centres undefined)	-1.0	-19.1
CC(C)OCCCn1c(=N)c(C(N)=S)cc2c(=O)n3ccccc3nc21	8.4	34.8
CCCCNC(=O)CSc1nnc(-c2c[nH]c3ccccc23)n1CC1CCCO1 (centres undefined)	/	-1.1
COc1cccc(-n2c(C)nc3c(cnn3-c3ccc(Cl)cc3)c2=O)c1	-8.2	1.0
Cc1cc(=O)n2nc(N3CCCC(C(=O)NC(C)c4ccccc4)C3)sc2n1 (centres undefined)	/	10.3
CCN(CC)S(=O)(=O)c1ccc2oc(C(=O)N3CCCCCC3)c(C)c2c1	-48.4	-12.6
O=c1c2cc(N3CCOCC3)ccc2[nH]c(=S)n1CCN1CCCC1	5.4	3.9
Cc1ccc(Cn2ccc(NC(=O)c3cc(-c4cccs4)on3)n2)cc1	4.0	-15.1
COc1ccc(NC(=O)C(=O)NCCN2CCN(C(=O)c3cccs3)CC2)cc1	/	4.7
CCCc1nc2ccc(NC(=O)c3ccco3)cc2c(=O)n1Cc1ccc(Cl)cc1	/	3.9

Some of these compounds in order of SMILES length, lowest first.
Compound	HIV RNase H inh	RmlCD inh mix
CC(C)OCCCn1c(=N)c(C(N)=S)cc2c(=O)n3ccccc3nc21	8.4	34.8
COc1cccc(-n2c(C)nc3c(cnn3-c3ccc(Cl)cc3)c2=O)c1	-8.2	1.0
COc1ccc(NC(=O)C(=O)NCCN2CCN(C(=O)c3cccs3)CC2)cc1	/	4.7

More records
Compound	HIV RNase H inh	RmlCD inh mix
CCOc1ccc(C(=O)Nc2c(C(N)=O)oc3ccccc23)cc1	-23.6	-3.6
O=C1NC(c2ccccc2)=C(c2nc3ccccc3s2)C(c2ccc(F)cc2)N1 (centres undefined)	/	-8.9
CC1CCCC(C(=O)OCc2ccccc2)N1 (centres undefined)	-7.3	-2.3
c1ccc(Cn2ncc3c2ncn2nc(-c4ccncc4)nc32)cc1	-1.2	/
CCCCN(CC)S(=O)(=O)c1ccccc1	/	-7.8
O=C(N/N=C/c1ccccn1)c1ccc(Br)o1	/	-9.3
CC1CC2(CCCCC2)N2C(=O)C(=O)c3cccc1c32 (centres undefined)	/	-8.2
Cn1c(=O)c2c(SCC(=O)N3CCCc4ccccc43)nc(C3CC3)nc2n(C)c1=O	-20.4	4.3
CC(=NCc1ccccc1)C1=C(O)COC1=O	2.0	-10.8
N#Cc1c(NCCCO)nc(-c2ccccc2)c2c1CCCC2	-13.1	-0.4

Next section:
Compound	HIV RNase H inh	RmlCD inh mix
COc1ccc(-c2cc(C(=O)NCCc3ccccc3)no2)cc1OC	-5.6	20.6
Cc1nnc(NC(=O)CSc2nc3c(c(=O)n2CCc2ccccc2)SC(C)C3)s1 (centres undefined)	11.4	12.4
Cc1ccc(SCCC(=O)N2CCCC2)cc1	-14.3	-5.5
CCc1ccc(C(=O)N2CCC(c3nc4ccccc4s3)CC2)cc1	/	-3.2
C/C=C(\C)C(=O)Nc1cccc(C2=NOC3(C2)C[C@@H](C(N)=O)N(C(=O)/C(C)=C/C)C3)c1 (some centres undefined)	/	4.0
CCCC(=O)NC(C)C(c1cccs1)N1CCN(c2ccccc2)CC1 (centres undefined)	-13.1	13.2
CCCS(=O)(=O)N1CCCC(C(=O)NCCCN2CCN(c3ccc(F)cc3)CC2)C1 (centres undefined)	-10.2	/
O=C(Cc1csc(N2CCOCC2)n1)N/N=C/c1ccc(F)cc1	/	-7.4
CCOC(=O)COc1ccc(S(=O)(=O)NCc2ccncc2)cc1	-12.0	4.2
Cc1cccc(NCN2C(=O)c3ccccc3C2=O)c1	/	7.5

Assay outcomes (PubChem BioAssay)
